BL2 CD40 inh – CD40 pathway inhibition in BL2 cells; BL2 NF-kB luciferase reporter, CD40L-induced, 4 h; hit rate 0.94% among 83,000; inhibition, % at 10 µM;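 active = mean inhibition of at least 50% with a set share of replicates also reaching that level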;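 also: 0% = neutral control wells and 100% = IKK inhibitor VII at 50 µM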
Starred values were filed as active, the others as inactive; & = joins results of further samples; [ ] = remark or other dose. Only part of the results is shown, so the mix of outcomes need not match the whole.

BL2 CD40 inh | molecule
12 | Cc1ccc(S(=O)(=O)Nc2ccc(Oc3cccnc3)nc2)cc1
-88 | c1ccc(CN2CCN(c3cnc4ccccc4n3)CC2)cc1
25 | Cc1ccc(O)c(NC2=C(Cl)C(=O)N(Cc3ccccc3)C2=O)c1
-70 | O=C(CC1CC2CCC1C2)NC1CCCCCCC1 (stereo unspecified)
7 | O=C(CN(C(=O)c1csnn1)c1cccc(F)c1)NCc1ccc(F)cc1
-6[25 µM] | O=C(Nc1ccc(F)cc1)N1C[C@@H]2[C@H](c3ccccc31)[C@H](CO)N2Cc1ccccc1Cl
0 | COc1ccc(C(=O)N2CCOC2CNC(=O)C(=O)NCc2ccc(C)cc2)cc1 (stereo unspecified)
-5 | Cc1cc2cc(CNC(=O)Cc3ccc([N+](=O)[O-])cc3)ccc2[nH]1
-14 | CCn1cc(CNC(=O)c2ccc(C)s2)cn1
9[25 µM] | C[C@@H]1CN([C@H](C)CO)C(=O)c2ccccc2-c2ccccc2CO[C@H]1CN(C)C(=O)Cc1ccccc1
-3 | Cc1cccc(S(=O)(=O)N(CC(=O)Nc2ccccc2C)Cc2ccco2)c1
11 | CCc1cc2c(NCCO)ncnc2s1
-3 | CNC[C@@H]1Oc2c(NS(C)(=O)=O)cccc2C(=O)N(C)C[C@@H]1C
5 | C[C@@H]1CN([C@H](C)CO)C(=O)c2c(c3ccccc3n2C)-c2ccccc2CO[C@H]1CN(C)C(=O)Nc1cccc(F)c1
6 | COc1ccc(C2CC(=O)c3cnc(N4CCN(Cc5ccccc5)CC4)nc3C2)cc1 (stereo unspecified)
-2 | O=C(O)Cn1ccc2ccccc21
-33 | C(=NOCc1ccccc1)c1cccnc1
-6 | CC(=O)Oc1ccc(C(=O)Nc2cc(C)ccc2NC(=O)COc2ccccc2)cc1
-22[25 µM] | O=C(c1cnccn1)N1CC(=O)N2[C@@H](CO)[C@H](c3ccc(/C=C/c4ccccc4)cc3)[C@@H]2C1
5[25 µM] | O=C(C[C@@H]1CC[C@@H](NC(=O)C2CC2)[C@H](CO)O1)Nc1ccccc1
4 | O=C(CCNC(=O)c1ccc(Cl)cc1)NCCCN1CCOCC1
-4 | Cc1ccc(-n2c(=O)[nH]c3ncccc3c2=O)cc1
-11 | COc1ccc(-c2onc(C)c2-c2cnn(-c3ccccc3)c2)c(O)c1
-7[25 µM] | COc1ccccc1CNC(=O)C[C@@H]1CC[C@@H]2[C@H](COc3ccc(NC(C)=O)cc3C(=O)N2C)O1
1 | Cc1c(C(=O)OCc2nnc(-c3ccccc3)o2)oc2ccccc12

Arranged by count of non-hydrogen atoms (falling): some entries from above.
BL2 CD40 inh | molecule
9[25 µM] | C[C@@H]1CN([C@H](C)CO)C(=O)c2ccccc2-c2ccccc2CO[C@H]1CN(C)C(=O)Cc1ccccc1
-6[25 µM] | O=C(Nc1ccc(F)cc1)N1C[C@@H]2[C@H](c3ccccc31)[C@H](CO)N2Cc1ccccc1Cl
-3 | Cc1cccc(S(=O)(=O)N(CC(=O)Nc2ccccc2C)Cc2ccco2)c1
-11 | COc1ccc(-c2onc(C)c2-c2cnn(-c3ccccc3)c2)c(O)c1
4 | O=C(CCNC(=O)c1ccc(Cl)cc1)NCCCN1CCOCC1
-4 | Cc1ccc(-n2c(=O)[nH]c3ncccc3c2=O)cc1
11 | CCc1cc2c(NCCO)ncnc2s1

(further entries)
BL2 CD40 inh | molecule
-106 | N#Cc1ccsc1NC(=O)COC(=O)c1ccc2ccccc2c1
0 | COC(=O)Nc1ccc(S(=O)(=O)N(CCO)CCO)cc1
-15[25 µM] | Cc1ccc(S(=O)(=O)Nc2ccc3c(c2)C(=O)N(C)[C@@H]2CC[C@@H](CC(=O)NCCc4ccncc4)O[C@@H]2CO3)cc1
6 | COc1ccc(CN2C(=O)c3cccnc3C2=O)cc1S(=O)(=O)N(C)Cc1ccco1
21[25 µM] | O=C(Nc1ccccc1)N1CCCCN2[C@H](CO)[C@H](c3ccc(Br)cc3)[C@@H]2C1
2 | O=C(Nc1nc(-c2ccccc2)cs1)C1c2ccccc2Oc2ccccc21
0[25 µM] | Fc1ccc(C(c2ccc(F)cc2)N2CCN(C/C=C/c3ccccc3)CC2)cc1
-4 | CCOC(=O)COc1nc(C)c(Br)c(OC)n1
7 | CN(C)CCNc1nc2sc3c(c2c(=O)n1Cc1ccccc1)CCCCC3
18[25 µM] | COc1ccccc1-c1ccccc1[C@@H]1[C@@H](C#N)N(C(=O)C2CC2)[C@@H]1CO
4[25 µM] | COc1ccccc1S(=O)(=O)N1CC[C@H]2[C@H](CO)Nc3ccc(Br)cc3[C@H]21
7 | Cc1ccc2nc(SCC(=O)NC3CCCC3)nc(=O)n2c1
1 | CC1(C)Cc2cccc(OCC(=O)N3CCN(S(=O)(=O)c4ccccc4)CC3)c2O1
8 | CCCN(CCC)c1nc(N)c(C#N)c(CC#N)c1C#N
1 | Cc1ccc2c(c1)CCCN2CC(=O)Nc1cc(S(=O)(=O)N2CCCC2)ccc1Cl
16 | CC(=O)NCCNC(=O)CCNC(=O)c1ccc(Cl)cc1
12 | O=C(CN1C(=O)NC(c2ccccc2)(c2ccccc2)C1=O)NC1CCCC1
10 | CSCCC(NC(N)=O)C(=O)Nc1ccc(F)c(Cl)c1 (stereo unspecified)
1&4[25 µM] | O=C(C1CCOCC1)N1C[C@@H]2N[C@H](C1)C2c1ccc(-c2ccncc2)cc1 (stereo partly specified)
11 | CCCOc1ccc(C(=O)CCC(=O)Nc2ccc(N3CCN(C)CC3)cc2)cc1
7 | CCOC(=O)N1CCC(NC(=O)C2CCCCN2S(=O)(=O)c2ccc(F)cc2)CC1 (stereo unspecified)
4 | CC(C)CN(C(=O)CCC(=O)OC(C)C(=O)Nc1cccc(C#N)c1)c1c(N)n(CC(C)C)c(=O)[nH]c1=O (stereo unspecified)
-73 | O=C1c2ccccc2C2N1CCCN2C(=O)c1sc2ccccc2c1Cl (stereo unspecified)
-10 | Cc1nnc(SCc2cccc(Oc3ccccc3)c2)n1N
5 | Cc1ccc(S(=O)(=O)CCC(=O)Nc2nnc(-c3ccco3)o2)cc1

Some of these compounds in order of their number in BL2 CD40 inh, highest first:
Compound | BL2 CD40 inh
CCOC(=O)N1CCC(NC(=O)C2CCCCN2S(=O)(=O)c2ccc(F)cc2)CC1 (stereo unspecified) | 7
O=C(Nc1nc(-c2ccccc2)cs1)C1c2ccccc2Oc2ccccc21 | 2
CC1(C)Cc2cccc(OCC(=O)N3CCN(S(=O)(=O)c4ccccc4)CC3)c2O1 | 1
COC(=O)Nc1ccc(S(=O)(=O)N(CCO)CCO)cc1 | 0
CCOC(=O)COc1nc(C)c(Br)c(OC)n1 | -4

(list continues)
BL2 CD40 inh | molecule
2 | CCOC(=O)C(C#N)=C1CCC=C(C)C1
-45 | Cn1ccnc1SCC(=O)Nc1ccc(SC(F)F)cc1
-2 | COc1ccc(-c2n[nH]c(C)c2-c2cnn(-c3ccccc3)c2)c(O)c1
6 | NC(=O)CC1Nc2cccc3cccc(c23)NC1=O (stereo unspecified)
4 | O=C1NCCc2c1[nH]c1ccc([N+](=O)[O-])cc21
5 | CSc1nc(N)nc(SCC(=O)Nc2ccc(Cl)cc2)c1C#N
6 | CCOC(=O)c1ccc([N+](=O)[O-])cc1NC(C)=O
27 | COc1cc2c(cc1OC)C(c1ccsc1)CC(=O)N2 (stereo unspecified)
3 | COc1ccccc1NC(=O)CCC(=O)Nc1ccccc1OC
-7 | CC(=O)Nc1nc(C2CC2)cc(-c2ccccc2)c1C#N
-5[25 µM] | COCC(=O)Nc1ccc2c(c1)OC[C@@H](C)N(C)C[C@H](C)[C@H](OC)CN(C)C2=O
1[25 µM] | O=C(CCN1CCCCC1)N[C@@H]1CC[C@H](CC(=O)N2CCC(Cc3ccccc3)CC2)O[C@@H]1CO
6 | CCNC(=O)NC(=O)C(C)OC(=O)CCCSc1nc2ccccc2s1 (stereo unspecified)
-2[25 µM] | CCC(=O)Nc1ccc2c(c1)OC[C@@H](C)N(Cc1ccccc1)C[C@@H](C)[C@H](OC)CN(C)C2=O
2 | CC1Cc2ccccc2N1C(=O)COC(=O)Cc1ccc(F)cc1 (stereo unspecified)
-32 | O=C(c1cccs1)c1c[nH]cc1-c1ccccc1
6[25 µM] | CCCNC(=O)N1C[C@H]2[C@@H](c3ccccc31)[C@@H](CO)N2CC1CCCC1
12 | Cn1c(Cc2cccs2)nnc1SCC(=O)Nc1ccc(C(N)=O)cc1
4 | NC(=O)c1cccnc1OCC(F)(F)F
6[25 µM] | C/C=C/c1ccc([C@@H]2[C@@H](CO)N3C(=O)CN(S(=O)(=O)c4ccccc4)C[C@H]23)cc1
6 | CSc1ncccc1C(=O)OCC(=O)NC(=O)NCCC(C)C
-5&1 | Cc1ccccc1-c1ccc(C2[C@H]3CNC[C@@H]2N3S(=O)(=O)c2ccccc2C)cc1 (stereo partly specified)
2 | CS(=O)(=O)N(CC(=O)NCc1ccccn1)Cc1ccc(Cl)cc1
-1 | CCCc1cc(CCC)n2nc(N)nc2n1
7 | Cc1ccc(S(=O)(=O)N(C)C[C@H]2OCCCC[C@H](C)Oc3ccc(NS(=O)(=O)c4ccc(Cl)cc4)cc3C(=O)N([C@@H](C)CO)C[C@@H]2C)cc1

Reformatted: entries from further up.
SMILES | BL2 CD40 inh
NC(=O)c1cccnc1OCC(F)(F)F | 4
C/C=C/c1ccc([C@@H]2[C@@H](CO)N3C(=O)CN(S(=O)(=O)c4ccccc4)C[C@H]23)cc1 | 6[25 µM]

Next part:
BL2 CD40 inh | molecule
-3[25 µM] | COc1ccccc1CN1[C@@H]2c3ccc(C4=CCCC4)c(=O)n3C[C@H]1[C@H](CO)[C@H]2C(=O)N(C)C
6 | Cc1cc(Cl)ccc1OCC(=O)OC(C)C(=O)N(C)C (stereo unspecified)
3 | CCOC(=O)CN(c1ccccn1)S(=O)(=O)c1ccccc1
3 | CCn1cc(C(=O)NCCCN2CCCC(C)C2)c(=O)c2cc(S(=O)(=O)N3CCc4ccccc4C3)ccc21 (stereo unspecified)
-1[25 µM] | C[C@H](CO)N1C[C@H](C)[C@@H](CN(C)Cc2ccc(-c3ccccc3)cc2)Oc2c(NS(C)(=O)=O)cccc2C1=O
8 | CCOC(=O)c1cnc2nc(C)nn2c1N
-1[25 µM] | COc1ccccc1-c1ccc(C2[C@@H]3CN(Cc4nccs4)C[C@H]2N3)cc1 (stereo partly specified)
14 | CNC[C@@H]1OCCCC[C@@H](C)Oc2ccc(NS(=O)(=O)c3ccc(C)cc3)cc2C(=O)N([C@H](C)CO)C[C@@H]1C
-7[25 µM] | C[C@@H]1CN([C@@H](C)CO)C(=O)c2cc(NS(=O)(=O)c3ccc(F)cc3)ccc2O[C@H]1CN(C)C(=O)Nc1ccccc1
4 | C=CCn1c(SC(C)C(=O)Nc2ccc(Cl)cn2)nnc1C1CC1 (stereo unspecified)
1 | O=C(O)CCn1c(=O)[nH]c(=O)n(CCC(=O)O)c1=O
-1 | COc1ccc(OCc2nc(-c3ccc(F)c(F)c3)cs2)cc1
-23 | COC(=O)c1ccc(NC(=O)c2ccccc2SC)cc1
15 | COc1ccc(S(=O)(=O)Nc2ccc(Cc3ccncc3)cc2)cc1OC
3[25 µM] | COC(=O)[C@@H]1[C@@H](CO)[C@@H]2Cn3c(ccc(C4=CCCC4)c3=O)[C@@H]2N1Cc1ccccn1
11 | C[C@@H]1CN([C@H](C)CO)C(=O)c2c(c3ccccc3n2C)-c2ccccc2CO[C@@H]1CN(C)C(=O)N[C@H](C)c1ccccc1
3 | O=C(CCn1cnc2ccccc2c1=O)Nc1ccc(S(=O)(=O)N2CCCCC2)cc1
-25 | Cc1cc2ncc(C(=O)Nc3ccccc3)c(C)n2n1
0[25 µM] | C[C@@H](O)C#Cc1ccc([C@H]2[C@@H](CO)N3CCCCN(S(=O)(=O)Cc4ccccc4)C[C@H]23)cc1
7 | Cc1nc2ccccc2cc1C(=O)O
8 | COc1ccc(NC(=O)C2CC2)cc1S(=O)(=O)N1CCOCC1
-1 | CCOC(=O)c1c(C)c(C(=O)NC2CCCCCC2)c(C)n1C
17 | CCOc1ccc(NC(=O)CC2SC(=O)N(c3ccccc3)C2=O)cc1 (stereo unspecified)
-4 | COc1ccc(CN2CCN(CC(=O)Nc3ccccc3C(=O)NC3CC3)CC2)cc1F
31 | Nc1nc(N)c2cc(Sc3cccc(C(F)(F)F)c3)ccc2n1
3 | O=C(COc1ccc2ccccc2c1)N1c2ccccc2Sc2ccccc21
10 | CN1C(=O)c2cc(NC(=O)C3CCC3)ccc2OC[C@@H]2O[C@H](CC(=O)NCc3ccccc3F)CC[C@@H]21
-83 | Cc1nc(C)c(-c2csc(NCc3ccco3)n2)s1
-4 | COCCCNC(=O)c1c(F)c(F)c(F)c(F)c1F
2 | COc1ccc(CC(=O)Nc2ccc(OC)c(NC(=O)c3ccco3)c2)cc1
-11 | CC1CC(=Cc2ccc([N+](=O)[O-])cc2)C(=O)O1 (stereo unspecified)
-143 | c1ccc(CSc2nnc(-c3cccs3)o2)cc1
1[25 µM] | CCc1csc(N2[C@H](C#N)[C@H](c3ccccc3C3=CCCC3)[C@H]2CO)n1
6 | Cc1ccc(OCC(=O)NCCS(=O)(=O)N2CCN(c3ccccc3)CC2)cc1
-97 | Cc1nonc1NC(=O)c1oc2ccccc2c1C
-2 | CC1Cc2ccccc2N1CC(=O)Nc1cc(S(=O)(=O)N2CCOCC2)ccc1Cl (stereo unspecified)
-64 | Cc1nc2cc(NC(=O)c3ccc(S(=O)(=O)N(C)c4ccccc4)cc3)ccc2o1
8[25 µM] | O=C(Cc1ccncc1)Nc1ccc2c(c1)[C@@H]1C[C@@H](CC(=O)N3CCc4ccccc4C3)O[C@@H](CO)[C@@H]1O2
-2[25 µM] | COc1cccc(S(=O)(=O)Nc2ccc3c(c2)[C@@H]2C[C@@H](CC(=O)NC4CCCCC4)O[C@@H](CO)[C@@H]2O3)c1
5 | C=CCOc1ccc(/C=C/C(=O)OCC(=O)Nc2c(C)n(C)n(-c3ccccc3)c2=O)cc1

Individual results from the results shown.
`CN1C(=O)c2cc(NC(=O)C3CCC3)ccc2OC[C@@H]2O[C@H](CC(=O)NCc3ccccc3F)CC[C@@H]21` – BL2 CD40 inh = 10
`O=C(COc1ccc2ccccc2c1)N1c2ccccc2Sc2ccccc21` – BL2 CD40 inh = 3

Compound activity: PubChem, Broad Institute
